Source: PubChem BioAssay (Johns Hopkins Ion Channel Center)
MrgX1 PAM – positive allosteric modulators of MrgX1, primary screen, HEK293 cells, Fluo-4 calcium flux; FDSS; stronger effect = higher value; 310,000 tested, 0.63% active; B-score at 10 µM; Mas-related G-protein coupled receptor member X1 (Homo sapiens), Q96LB2;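 active = plate-corrected calcium response at least 3 library SD above typical, normal starting fluorescence, not activating the receptor alone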;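 note: compound read alongside a low EC10 to EC30 dose of BAM8-22 agonist; peak minus trough fluorescence over baseline measured at the second addition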
Target sequence (Q96LB2 whole entry, looked up): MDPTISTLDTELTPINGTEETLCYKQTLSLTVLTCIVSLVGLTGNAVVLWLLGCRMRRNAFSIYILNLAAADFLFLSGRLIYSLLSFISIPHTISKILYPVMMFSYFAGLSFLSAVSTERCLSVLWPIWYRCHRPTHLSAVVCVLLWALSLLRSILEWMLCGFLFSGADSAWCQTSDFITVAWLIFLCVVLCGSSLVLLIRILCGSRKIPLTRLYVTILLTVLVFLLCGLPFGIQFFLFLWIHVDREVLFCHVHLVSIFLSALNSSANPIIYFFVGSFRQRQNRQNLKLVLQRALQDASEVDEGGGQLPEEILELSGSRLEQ
MrgX1 ag – agonists of human MrgX1 receptor, primary screen, HEK293 cells, Fluo-4 calcium flux; 310,000 tested, 0.44% active; Fluo-4 calcium fluorescence, agonist mode; stronger effect = higher value; B-score at 10 µM;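 active = calcium response B-score plate-corrected fluorescence ratio at least 3 library SD, with starting fluorescence B-score inside 5 SD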
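Test system: HEK293 cells stably expressing human MrgX1 receptor; amount: 15,000 cells per well; doses: compound delivered in addition one of three; times: overnight plating before 1 h dye loading; detection: Fluo-4 NW calcium-flux fluorescence, kinetic read; read-out basis: B-scored fluorescence response ratio; controls: positive and negative controls per plate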
MrgX1 antag – antagonists of human MrgX1 receptor, primary screen, HEK293 cells, Fluo-4 calcium flux; B-score at 10 µM; AID 588676, 2011; 310,000 tested, 1.3% active; Mas-related G-protein coupled receptor member X1 (Homo sapiens), Q96LB2; BAM8-22 antagonism; stronger effect = lower value;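 active = calcium-response B-score plate-corrected more than 3 library SD below zero, starting fluorescence within 5 deviations, no agonist response on first addition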;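 note: peak minus trough fluorescence over baseline after final BAM8-22 challenge near maximal dose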
Calls only; i = inactive.

1: CC(=O)OCC(=O)[C@@]1(O)CC[C@H]2[C@@H]3CCC4=CC(=O)C=C[C@]4(C)[C@@]3(F)[C@@H](O)C[C@@]21C
2: CCc1ccccc1OC[C@@H](O)CN[C@H]1CCCc2ccccc21
3: CC1O[C@@H](OCC2O[C@@H](Oc3cc(O)c4c(c3)OC(c3ccc(O)cc3)CC4=O)[C@H](O)[C@@H](O)[C@@H]2O)[C@H](O)[C@H](O)[C@H]1O (stereo partly drawn)
4: COc1cc(N)c(Cl)cc1C(=O)N[C@H]1CCN(CCCOc2ccc(F)cc2)C[C@H]1OC
5: O=C(Nc1cc(-c2ccccc2)nn1-c1ccccc1F)c1ccc([N+](=O)[O-])cc1
6: CCc1cccc(CC)c1NC(=O)CN(CC(=O)O)CC(=O)O
7: C[C@@H]1C[C@H]2[C@@H]3CCC4=CC(=O)C=C[C@]4(C)[C@@]3(Cl)[C@@H](O)C[C@]2(C)[C@@]1(OC(=O)c1ccco1)C(=O)CCl
8: O=C1c2c(O)ccc(O)c2C(=O)c2c(NCCNCCO)ccc(NCCNCCO)c21
9: Cn1ccc2cc3c(cc21)CCN3C(=O)Nc1cccnc1
10: Nc1ncnc2c1c(-c1ccc(Oc3ccccc3)cc1)cn2C1CCCC1
Compound,1,2,3,4,5,6,7,8,9,10
MrgX1 PAM,i,i,i,i,i,i,i,i,i,i
MrgX1 ag,i,i,i,i,i,i,i,i,i,i
MrgX1 antag,i,i,i,i,i,i,i,i,i,i

Fetched one by one from the list above, 2 records:
5: O=C(Nc1cc(-c2ccccc2)nn1-c1ccccc1F)c1ccc([N+](=O)[O-])cc1
2: CCc1ccccc1OC[C@@H](O)CN[C@H]1CCCc2ccccc21
Compound,5,2
MrgX1 PAM,i,i
MrgX1 ag,i,i
MrgX1 antag,i,i

3 of the compounds above, as labelled records.
#8 O=C1c2c(O)ccc(O)c2C(=O)c2c(NCCNCCO)ccc(NCCNCCO)c21
  MrgX1 PAM: i
  MrgX1 ag: i
  MrgX1 antag: i
#9 Cn1ccc2cc3c(cc21)CCN3C(=O)Nc1cccnc1
  MrgX1 PAM: i
  MrgX1 ag: i
  MrgX1 antag: i
#10 Nc1ncnc2c1c(-c1ccc(Oc3ccccc3)cc1)cn2C1CCCC1
  MrgX1 PAM: i
  MrgX1 ag: i
  MrgX1 antag: i

An excerpt (hit frequency here may not be typical).
